IEC-6 tox: cytotoxicity in IEC-6 intestinal epithelial cells, primary screen, cytotoxicity control for KLF5 inhibitor project, cell-based, luminescence | IEC-6 cytotoxicity, luminescence viability | inhibition, % at 5 µM | 290,000 tested, 0.78% active | AID 1825, 2009; in the data active = inhibition above about 22%;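 also: 0% = plate median of test compound wells and 100% = cytotoxic reference compound wells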
aSyn UTR inh: MLPCN primary screen, SNCA 5' untranslated region; alpha-synuclein 5'UTR reporter, inhibitor activity; inhibition, % (tested at 7.5 µM); 300,000 tested, 0.82% active; AID 1813, 2009; in the data active = inhibition above about 60%; inconclusive = no clear call, values can overlap the other calls;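 also: H4 neuroglioblastoma cells stably carrying SNCA 5'UTR luciferase fusion; 0% = DMSO wells and 100% = positive control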
HSF1 inhib: HSF1 inhibitors in luciferase reporter cells, primary screen, cell-based, NIH3T3, luminescence. NIH3T3-HGL HSE-luciferase, MG132-induced, luminescence 8 h; stronger effect = lower value. activity change, negative = inhibition, % at 7.5 µM (by protocol). 300,000 tested, 0.77% active. AID 2098, 2009;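 active = more than half of replicate wells show activity change below -50%, luminescence cut by over half; inconclusive = some wells, but at most half, below -50%; inactive = no replicate well below -50%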;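 also: luciferase reports HSF-1 transcriptional activity via heat shock element; 0% = median of DMSO wells and -100% = zero luminescence signal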
KLF5 inhibitor: KLF5 expression inhibitors, primary screen, DLD-1 cells, luminescence. DLD-1 KLF5 promoter-luciferase reporter. inhibition, % at 5 µM. 290,000 tested, 0.23% active. AID 1700, 2009;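 active = inhibition above a per-plate limit of that plate's mean compound inhibition plus 3 SD, cut at about 60% in these data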;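 also: 0% = DMSO wells and 100% = LY294002 at 200 µM; higher means less KLF5 promoter-driven luciferase light; inactives centre near -14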
HSF-1 act: HSF-1 activators, primary screen, NIH3T3-HGL cells, MG132 stress, luminescence, single point; NIH3T3-HGL HSF-1 luciferase reporter, 8 h; 100% = twice DMSO control signal; activation, % at 9 µM; 300,000 tested, 1.7% active;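 active = mean replicate activation of at least 50% with a set share of replicates each reaching 50%; inconclusive = only one of those two conditions met; inactive = mean below 50% and too few replicates reaching it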;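 also: 0% = median of the neutral control wells and 100% = twice that signal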
HIF activator: HIF pathway transcriptional activators, primary screen, cell-based, U2OS HRE-luciferase, luminescence | AID 1910, 2009 | U2OS HRE-luciferase reporter; normalized: DMSO 0%, desferrioxamine 100% | 300,000 tested, 0.32% active | activation, % at 7.5 µM (by protocol);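 active = mean activation of at least 10% of the iron chelator positive control signal, with at least half of replicates also reaching 10%; inconclusive = mean and replicate majority disagree about reaching 10%; inactive = mean and most replicates under 10%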
HSP90 refold inh: HSP90 inhibitors, primary screen, cell lysate, luminescence | Rabbit reticulocyte lysate, luciferase refolding luminescence, 3 h | inhibition, % at 5.6 µM | 290,000 tested, 0.91% active;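 active = inhibition above the screen-wide mean plus 3 SD, computed separately per campaign, cut at about 16% in these data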;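 also: 0% = DMSO wells and 100% = 60 µM geldanamycin wells; inhibitors lower the luminescence because luciferase stays unfolded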
Platelet DG rel: inhibitors of platelet dense granule secretion, primary screen, cell-based, MLPCN, human platelets | 300,000 tested, 0.22% active | human platelet-rich plasma, SFLLRN dense granule ATP release, luminescence | inhibition, %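 (compounds screened at 7.5 µM in platelet-rich plasma)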 | AID 1663, 2009;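 active = mean replicate score, as percent of positive control, at or above 50; inconclusive = mean below 50 but at least one replicate at or above 50; inactive = mean and every replicate below 50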
AI-2 QS modul: Vibrio harveyi AI-2 quorum sensing modulators, primary screen, JMH597 strain, luminescence/OD600 ratio; Vibrio harveyi JMH597 AI-2 luminescence/OD600 ratio, 9 h; stronger effect = lower value; strain lacks LuxN and CqsS sensors; 0 = neutral-control median; activity change, % at 7.5 µM; 300,000 tested, 0.4% active; AID 2094, 2009; in the data active = activity change below about -75%, passing the limit was not always enough; inconclusive = no clear call, values can overlap the other calls;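 also: luminescence divided by OD600 gain over 9 h not by final OD600 alone; inactives centre near 13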
SKKanGAS inh: S. pyogenes SKKanGAS growth inhibitors in kanamycin, primary screen, streptokinase expression inhibitor project, SKKanGAS strain, BacTiter-Glo luminescence; inhibition, % at 7.5 µM; AID 1662, 2009; 300,000 tested, 1.3% active; 6 h;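 active = mean replicate score, as percent of positive control median, at least 50; inconclusive = mean below 50 but one replicate at or above 50; inactive = mean and every replicate below 50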;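 also: strain carries kanamycin resistance gene driven by streptokinase promoter and grows in 40 µg/ml kanamycin; loss of luminescence reflects streptokinase promoter inhibition or plain growth inhibition; 0% = median of DMSO wells and 100% = positive control at its reference dose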
Numbers without * were called inactive; u = inconclusive; x = no result given.

The line under a structure holds: IEC-6 tox | aSyn UTR inh | HSF1 inhib | KLF5 inhibitor | HSF-1 act | HIF activator | HSP90 refold inh | Platelet DG rel | AI-2 QS modul | SKKanGAS inh
C=CCOc1ccc(C2NC(=S)NC3=C2CCc2ccccc23)cc1 (stereo unspecified)
 : -1 | 8 | -7 | 3 | -9 | 3.8 | 20* | 0 | 22 | 9
O=C(O)CC(NS(=O)(=O)Cc1ccccc1)c1cccc([N+](=O)[O-])c1 (stereo unspecified)
 : 2 | 4 | -2 | -42 | -13 | -1.1 | 0 | 0 | 9 | 5
COc1ccc(CC(=O)NNC(=S)NC(=O)c2cccnc2)cc1
 : 4 | -24 | -4 | 1 | -9 | -0.2 | 2 | 5 | 11 | 26
O=C(CSc1nnc(C2CCCCC2)o1)N1CCCCC1
 : -4 | -40 | 3 | -66 | 3 | 2.0 | 2 | 0 | 11 | -6
O=C(CCN1CCOCC1)N1CCCC(Nc2ccc(F)cc2)C1 (stereo unspecified)
 : -3 | 6 | 2 | 3 | 13 | -0.1 | 0 | 3 | 18 | 0
O=c1cc(CSc2nnnn2-c2ccccc2)nc2scc(-c3ccccc3)n12
 : 1 | 20 | 0 | 12 | -3 | -0.6 | 1 | -1 | 19 | 2
O=C(Cc1cccs1)N(c1ccccc1)C1C=CS(=O)(=O)C1 (stereo unspecified)
 : -5 | -7 | -2 | -11 | -3 | -0.3 | 1 | 3 | 35 | 9
C/C(=N\NC(=O)C1CC1c1ccccc1)c1cccc([N+](=O)[O-])c1 (stereo unspecified)
 : 2 | 4 | 5 | -6 | 17 | 0.3 | 0 | 8 | 17 | -4
O=C(CNC(=O)c1ccco1)OCC(=O)c1ccc(Br)cc1
 : 0 | 6 | -8 | -23 | -8 | -6.0 | -1 | 15 | 12 | -4
c1ccc2c(CNCCN3CCOCC3)cccc2c1
 : 2 | 14 | -7 | -7 | -7 | 0.0 | 0 | 6 | 19 | 3
CC(C)(C)c1ccc(Cc2n[nH]c(=S)[nH]c2=O)cc1
 : -4 | 6 | 1 | -4 | 3 | -0.5 | -3 | 4 | u | 2
O=C(Nc1cccc(F)c1)C1CCN(c2nnnn2-c2ccccc2)CC1
 : 0 | 35 | -14 | -5 | -7 | -0.1 | -1 | -2 | 19 | 13
CCC(=O)C1CCCN(C(=O)c2cccc(OC3CCN(S(C)(=O)=O)CC3)c2)C1 (stereo unspecified)
 : 1 | -7 | -2 | -33 | -14 | -0.1 | 0 | -7 | 7 | -1
COc1ccc(OC)c(C2C(C#N)=C(N)Oc3c2c(C)nn3-c2ccc(C)cc2)c1 (stereo unspecified)
 : 2 | 26 | -8 | -20 | -18 | 1.0 | 11 | -2 | -3 | -1
N#CC(C(=O)OC1CCCCC1)c1nc2ccccc2nc1N1CCOCC1 (stereo unspecified)
 : 2 | 10 | -6 | -21 | 2 | -0.2 | 0 | 0 | -3 | 2
COc1ccccc1N1CCN(c2ncc(C(=O)N3CCN(c4cccc(Cl)c4)CC3)c3ccccc23)CC1
 : -2 | -16 | x | -17 | x | 0.1 | -2 | -5 | 13 | 21
CC(C)c1onc(C(=O)NC2CCCC2)c1[N+](=O)[O-]
 : -1 | 8 | -7 | -9 | -14 | -0.1 | 3 | 3 | 8 | -1
CCN(CCC#N)c1ccc(N2C(=O)CCCC2=O)cc1[N+](=O)[O-]
 : 2 | 19 | -2 | -12 | -20 | 0.1 | 1 | x | 5 | -2
CCOC(=O)c1cc(S(=O)(=O)N2CCN(Cc3ccccc3)CC2)cn1C
 : 10 | -8 | 1 | -14 | 9 | 0.3 | -1 | 17 | 26 | -5
CCCOc1ccc(C(=O)C(CN2CCOCC2)c2ccccc2)cc1 (stereo unspecified)
 : -5 | -120 | 0 | -3 | 3 | 2.6 | -4 | 2 | 6 | 1
CC1Nc2ncnc(N3CCN(c4ccccc4)CC3)c2N(Cc2ccccc2)C1=O (stereo unspecified)
 : x | 25 | 5 | x | 5 | 0.2 | x | 0 | 2 | -2
CCc1ccccc1N(CC(=O)N1CCN(c2ccc(F)cc2)CC1)S(C)(=O)=O
 : 2 | 6 | -8 | -18 | -5 | 0.2 | 1 | -36 | 17 | -5
CCNC(=O)NC(=O)CN(C)c1ccccc1
 : 4 | -10 | 7 | -12 | 0 | 0.6 | 3 | -3 | 0 | 0
Cc1sc(-c2ccncc2)nc1OC(=O)c1ccccc1
 : 0 | -7 | -2 | -20 | -7 | 0.0 | 4 | -20 | 19 | -5
Cc1cccc([C@@H]2[C@@H]3C(=O)N(Cc4ccccc4)C(=O)[C@@H]3[C@]3(Cc4ccc(Cl)cc4)C(=O)N(c4cccc(Cl)c4)C(=O)N23)c1
 : x | 14 | 6 | x | 14 | -0.1 | x | -4 | 11 | -2
COc1ccc(S(=O)(=O)N2CCC(C(=O)NC3(C)CCS(=O)(=O)C3)CC2)cc1OC (stereo unspecified)
 : x | 0 | 1 | x | -3 | -0.8 | x | 6 | 23 | 23
O=C(CN1CC[n+]2c(-c3cccs3)csc21)c1ccc(-c2ccccc2)cc1
 : -1 | -65 | 6 | -15 | 0 | 0.8 | 2 | 0 | 35 | 22
CC(C)c1ccc(OCC(=O)N(Cc2ccccc2)c2ccccn2)cc1
 : -1 | 11 | x | -29 | x | 0.3 | 1 | 10 | 0 | -12
CNC(=O)COc1ccc(S(=O)(=O)N2CCCC2)cc1
 : -6 | 2 | -5 | -35 | 11 | -1.0 | -8 | 4 | 21 | -4
O=C(NCc1ccccn1)c1cc(-c2ccc(-c3ccccc3)cc2)nc2ccccc12
 : 14 | -14 | 29 | -75 | 84* | 0.8 | 0 | 1 | 29 | 29
C/C(CS(=O)(=O)c1ccc(Cl)cc1)=N/NC(N)=S
 : 0 | -6 | 7 | -8 | -2 | 0.0 | -2 | -1 | 11 | -5
CN(CC1COc2ccccc2O1)C(=O)c1ccc(N(C)C)cc1 (stereo unspecified)
 : 3 | -62 | 1 | -2 | 12 | 0.5 | 0 | -2 | 10 | -12
COC(=O)C1C(c2ccccc2)NC(=O)NC1(O)C(F)(F)Cl (stereo unspecified)
 : -4 | 17 | -1 | -6 | 24 | 0.1 | 3 | 4 | 16 | 6
CCc1ccc(N(C(=O)CCC(=O)Nc2cc(C)on2)C(C(=O)NC2CCCC2)c2ccco2)cc1 (stereo unspecified)
 : 0 | 13 | 1 | -3 | 16 | -50 | -2 | -6 | -16 | 17
CN1CCc2nc(NC(=O)c3cccc(OC(F)F)c3)sc2C1
 : -4 | -67 | 0 | -57 | -10 | 0.3 | 3 | 3 | 4 | 8
O=C1NCCCc2nc(Oc3ccccc3)sc21
 : -1 | 0 | 0 | -7 | -16 | 0.2 | 2 | -1 | 11 | -5
COc1cccc2cc(C(=O)N(Cc3cccs3)CC3CCCO3)c(=O)oc12 (stereo unspecified)
 : 4 | -9 | -12 | 17 | -35 | 0.7 | -2 | 12 | 3 | 6
O=C(NCC1CC1)c1onc(CSc2nc3ccccc3[nH]2)c1C(=O)NCC1CC1
 : 21 | 27 | -17 | 3 | -11 | 0.3 | 0 | 0 | 9 | 2
COc1ccc(C(=O)N2CCC(CCC(=O)Nc3cccc(C)c3)CC2)cc1
 : 4 | -13 | 1 | -16 | -3 | -0.1 | -1 | 5 | 6 | 0
Cc1ccc(S(=O)(=O)N(C)C)cc1NC(=S)Nc1ccc2[nH]c(=O)[nH]c2c1
 : -10 | -15 | 0 | -11 | 5 | -0.6 | -2 | 2 | 15 | 24
COc1ccc(CN2CCN(c3cccc(C)c3C)CC2)cc1OC
 : 4 | -2 | -13 | 10 | -9 | 0.2 | 3 | 9 | 26 | 0
Cc1sc2nc(SCC(=O)NCc3ccco3)n(CCc3ccccc3)c(=O)c2c1C
 : -3 | 8 | 2 | -5 | 22 | -0.9 | 5 | -3 | 6 | 0
COc1ccc(C(=O)N2CCC(C(=O)N3CCN(Cc4ccccc4)CC3)CC2)cc1
 : 5 | 7 | -3 | -1 | -16 | -0.9 | -4 | -11 | 4 | -6
COc1ccccc1CNC(=O)Nc1cccs1
 : 6 | -7 | 23 | -22 | 32 | 0.4 | 2 | 25 | 13 | 8
Cc1ccc(OCCCC(=O)N2CCOCC2)cc1
 : -5 | -33 | 5 | -8 | 2 | 0.6 | -5 | 1 | 26 | -3
CCOC(=O)CSC1=C(C#N)C(c2ccc(Cl)cc2)CC(=O)N1 (stereo unspecified)
 : -1 | 4 | 4 | 4 | 15 | 0.3 | -1 | 4 | 1 | 3
CN1C(=O)C(O)(c2nnc(-c3ccccc3)o2)c2ccccc21 (stereo unspecified)
 : 3 | -96 | 4 | -25 | 2 | 2.7 | -2 | 2 | 12 | -6
COc1ccc(-c2csc(NC(=O)COC(=O)c3ccc(Br)o3)n2)cc1
 : 0 | -106 | 19 | -47 | 27 | 1.4 | -4 | 0 | 13 | -6
O=C(C1CCN(S(=O)(=O)c2ccc3ccccc3c2)CC1)N1CCN(c2ncccn2)CC1
 : 2 | 24 | -2 | -32 | -1 | -0.8 | 5 | 0 | x | 0
CCOC(=O)c1cc(-c2ccc(N3CCOCC3)cc2)nn1-c1ccccc1
 : 5 | 0 | 3 | 3 | 22 | -0.1 | -4 | -4 | 30 | 8
Cc1cc(C)nc(SCC(=O)N/N=C/C=C/c2ccccc2)n1
 : 6 | -17 | -1 | -28 | 11 | -0.1 | -1 | -1 | 20 | -9
Cc1cc(-c2csc(Nc3ccccn3)n2)ccc1F
 : 12 | -42 | 31 | -225 | 80* | 4.7 | 5 | 7 | 4 | 16
CCOC(=O)c1ccc(NC(=O)CCn2nnc3ccccc32)cc1
 : 2 | -28 | 1 | -14 | -1 | 2.2 | 0 | -1 | 32 | -5
COc1ccc(NC(=O)COc2ccc(C)cc2)c([N+](=O)[O-])c1
 : -8 | -143 | 25 | -16 | 49 | 1.2 | -4 | 6 | 25 | 16
COc1ccc(NC(=O)CSc2nc(C)cc(C)n2)c([N+](=O)[O-])c1
 : -2 | 14 | -5 | -5 | 5 | 0.3 | 3 | 1 | 8 | 4
CCOc1ccc(-c2c(C(=O)N/N=C/c3ccco3)nnn2-c2nonc2N)cc1
 : -5 | 9 | -6 | -13 | 7 | 0.3 | 5 | -7 | 1 | -10

The order is random; any-hit rate near 6%.
